Assay outcomes from PubChem BioAssay.
RAD54 branch: inhibitors of human RAD54 branch migration, primary screen, biochemical, fluorescence, single point. DNA repair and recombination protein RAD54-like (Homo sapiens), Q92698. RAD54 Holliday junction branch migration, FAM/BHQ fluorescence. inhibition, % at 10.4 µM. 0.14% of 360,000 active;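 active means mean normalized replicate activity at least 40 and at least half of replicates scoring 40 or more; inconclusive means only one of the two criteria met; inactive means mean below 40 and under half of replicates reaching 40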;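 further: 0% = median of neutral control wells and 100% = median of positive control wells; inhibitors cause a drop in the FAM fluorescence signal; in these data hits start at about 50%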
Target sequence (Q92698 whole entry, looked up): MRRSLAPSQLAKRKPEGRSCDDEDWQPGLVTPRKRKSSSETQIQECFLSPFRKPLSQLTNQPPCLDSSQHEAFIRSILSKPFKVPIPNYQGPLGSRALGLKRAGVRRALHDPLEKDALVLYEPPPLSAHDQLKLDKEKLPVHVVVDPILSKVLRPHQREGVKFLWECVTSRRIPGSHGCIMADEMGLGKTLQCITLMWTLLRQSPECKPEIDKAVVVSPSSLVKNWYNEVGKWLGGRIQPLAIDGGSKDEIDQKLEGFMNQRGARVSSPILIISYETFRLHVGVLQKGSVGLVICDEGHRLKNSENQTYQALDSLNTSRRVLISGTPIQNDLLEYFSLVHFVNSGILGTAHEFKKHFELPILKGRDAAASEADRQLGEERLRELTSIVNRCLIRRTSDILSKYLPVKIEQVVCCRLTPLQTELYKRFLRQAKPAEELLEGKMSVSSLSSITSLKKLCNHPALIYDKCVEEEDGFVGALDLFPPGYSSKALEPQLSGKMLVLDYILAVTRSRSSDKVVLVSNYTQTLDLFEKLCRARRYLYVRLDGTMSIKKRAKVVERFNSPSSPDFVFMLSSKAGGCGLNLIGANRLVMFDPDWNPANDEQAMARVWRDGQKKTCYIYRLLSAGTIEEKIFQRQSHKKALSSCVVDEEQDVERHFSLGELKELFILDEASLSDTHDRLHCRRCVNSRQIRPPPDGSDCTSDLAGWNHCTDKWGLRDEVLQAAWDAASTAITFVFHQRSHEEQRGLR
GSIS activator: GLuc luminescence reporter in INS-1E cells, primary screen for activators of glucose-dependent secretion of insulin; INS-1E GLuc reporter insulin secretion, 2-3 h; activation, % at 16.6 µM; 0.61% of 370,000 active;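 active means lowest replicate activation of at least 40%, so every replicate reaches that level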;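 further: 0% = median of neutral control wells and 100% = median of IBMX positive control wells; some compounds called inactive have numbers as strong as hits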
RAD52 inh: RAD52 DNA annealing inhibitors, primary screen, biochemical, FRET, single point, set 2 | 0.46% of 360,000 active | inhibition, % at 18.7 µM | DNA repair protein RAD52 homolog (Homo sapiens), P43351 | AID 651710, 2012 | recombinant RAD52 DNA annealing, FRET fluorescence;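 active means every replicate showing at least 50% inhibition; inconclusive means mean inhibition at least 50% but not in every replicate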
Casp6 inh: human caspase-6 inhibitors, primary screen, biochemical, VEID-R110 fluorescence, single point, set 2; P55212; purified caspase-6, Z-VEID-R110 cleavage fluorescence; inhibition, % at 12.5 µM; 0.53% of 350,000 active;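 active means mean inhibition across replicates at least about 35%, with every replicate also reaching that limit, limit read from the data; inconclusive means only one of the two criteria met; inactive means neither criterion met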;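 further: 0% = median of neutral control wells and 100% = no fluorescence left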
Target sequence (P55212 24-179 limits assumed): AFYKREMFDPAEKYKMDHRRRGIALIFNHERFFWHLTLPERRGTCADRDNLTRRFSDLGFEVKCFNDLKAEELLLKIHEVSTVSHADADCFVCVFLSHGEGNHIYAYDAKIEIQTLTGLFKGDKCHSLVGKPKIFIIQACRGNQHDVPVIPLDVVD
Target sequence (P55212 194-293 limits assumed): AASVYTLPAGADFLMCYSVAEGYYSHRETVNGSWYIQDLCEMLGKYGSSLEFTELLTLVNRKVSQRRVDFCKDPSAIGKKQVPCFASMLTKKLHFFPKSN
F508del corr: F508del CFTR correction, initial screen, CFBE line, single point. CFBE cells, YFP halide quenching; stimulated with forskolin plus potentiator P3; % fluorescence drop versus neutral controls. activity (quench increase), % at 7.58 µM. 0.36% of 350,000 active. AID 720511, 2013;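 active means mean added fluorescence quench of at least 8% versus neutral control, with both replicates also reaching 8%; inconclusive means only one of the mean or replicate conditions met; inactive means mean below 8% and not both replicates reaching 8%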;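 further: cells transiently co-express mutant CFTR-F508del with the halide-sensitive YFP; corrector assay measuring rescue of mutant channel to the surface after 24 h compound exposure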
E-selectin induc: E-selectin induction in HUVECs, primary screen, imaging, HUVEC, immunofluorescence imaging, single point. P16581. normalized: neutral wells 0, TNF-alpha wells 100. 0.37% of 260,000 active. activation, % at 7.58 µM;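 active means mean E-selectin-positive cell signal at least 10% of the positive control, reached in at least 60% of replicates, without over 20% cell loss; inconclusive means no rule given, readout overlaps actives, possibly toxicity-flagged; inactive means the rest, including those meeting only one limit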;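 further: in these data hits start at about 27%; measured in HUVEC primary endothelial cells; signal is the percent of cells scored E-selectin positive by PE staining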
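Test system: HUVEC; input: 3,000 HUVEC/well; measured by: immunofluorescence imaging; read-out: % PE-positive cells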
XiGFP reactiv: activators of inactive X chromosome reactivation, primary screen, imaging, XiGFP fibroblasts, GFP high-content imaging, set 2. activation, % at 7.58 µM. 0.055% of 360,000 active. XiGFP mouse fibroblasts, % GFP-positive cells imaging, 3 d; cells co-treated with 5-aza-dC sensitizer; scaled so ellipticine positive control = 100%;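 active means mean normalized replicate activation at least 10% and every replicate at or above 10%; inconclusive means only one of the two criteria met; inactive means mean below 10% and not all replicates reach 10%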;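 further: 0% = median of on-plate neutral control wells and 100% = ellipticine 6 µM median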
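Schedule: 3 d treatment, 15 min room-temperature fixation; system: 68-5-11 XiGFP fibroblast line; buffer or medium: DMEM plus 5-aza-dC sensitizer; control set: ellipticine 6 µM positive control; compound: one concentration, pinned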
DENV2 CPE: inhibitors of DENV2 cytopathic effect, primary screen, cell-based, plate reader, single concentration; DENV2-infected cells, cytopathic effect rescue; CPE inhibition, % at 9.99 µM; 1.7% of 350,000 active; AID 651640, 2012; in the data active means CPE inhibition above about 20%, passing the limit was not always enough; inconclusive means no clear call, values can overlap the other calls; tested in BHK-21 cells;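 further: 0% = median of neutral control wells and 100% = median of positive control wells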
An asterisk follows results filed as active; u = inconclusive; x = no result given; & = joins results of further samples. Rows were taken by chance; 3.7% or so of the library scored in one or more.

Compound	Casp6 inh	XiGFP reactiv	GSIS activator	F508del corr	E-selectin induc	DENV2 CPE	RAD52 inh	RAD54 branch
O=C(C[C@H]1CC[C@H](NC(=O)Nc2ccccc2F)[C@@H](CO)O1)NCc1ccc(-c2ccccc2)cc1	10.8	-0.1&0.0	-1.6&10.2	4.6	3.3	-2.9	-32.0	x
CC(=O)Nc1cccc(OCc2c(F)cccc2Cl)c1	1.5	0.0	-1.4	0.1	x	-3.8	-0.1	x
O=C(Nc1ccccc1F)N[C@H]1CC[C@@H](CCNS(=O)(=O)c2ccc(F)cc2)O[C@H]1CO	-1.2	1.3	-1.2	1.8	0.4	0.3	2.5	-0.5
O=C(NC(c1ccc(F)cc1)c1ccc2ccccc2n1)C1CCN(CCOc2ccc(F)cc2)CC1 (centres undefined)	-1.2	0.1	x	1.2	0.0	-2.4	-64.3	-1.0
CN1C(=O)c2cc(NC(=O)Nc3cccc(Cl)c3)ccc2OC[C@@H]2O[C@@H](CC(=O)NCCc3ccncc3)CC[C@H]21	-1.3	0.4	-6.1	-2.0	0.1	-14.2	-31.2	-20.5
CO[C@H]1CN(C)C(=O)c2ccc(NC(C)=O)cc2OC[C@H](C)N(C(=O)C2CCOCC2)C[C@@H]1C	-3.8	-0.4	4.9	-0.5	-0.4	-14.7	1.4	x
CSCCOC(=O)C1=C(C)NC(=O)NC1c1ccc2c(c1)OCO2 (centres undefined)	0.4	0.3	6.2	-0.5	0.0	9.0	-6.0	6.2
CN(C)CC#Cc1ccc([C@@H]2[C@H](CO)N3CCCCN(C(=O)NC4CCCC4)C[C@@H]23)cc1	-1.1	0.1	0.2	-3.0	-0.2	0.7	11.2	-2.1
COC(=O)[C@]1(Cc2ccccc2)N[C@H](c2ccc(-c3ccccc3)cc2)[C@@H]2C(=O)N(C)C(=O)[C@@H]21	-2.1	0.0	-3.9	0.6	-0.2	-21.3	-3.0	-16.3
CN(C)c1ccc(/C=N/NC(=O)C2CC2c2ccccc2)cc1 (centres undefined)	3.9	0.1	-28.9	-0.4	-0.1	2.0	-14.4	x
CO[C@@H]1CN(C)C(=O)c2ccc(NC(=O)c3cnccn3)cc2OC[C@@H](C)N(C(C)=O)C[C@@H]1C	0.4	0.1	-4.4	-1.3	0.1	3.1	-10.9	-0.6
COc1ccc(S(=O)(=O)N2CCCCC2)cc1NC(=O)CNc1ccccc1C(C)=O	0.9	0.2	x	1.7	x	-5.5	-24.2	-4.7
O=C(NNc1nc2ccccc2s1)Nc1ccccc1	1.1	7.6	x	x	0.0	1.5	-6.9	x
Cc1noc(C)c1S(=O)(=O)Nc1ccc2c(c1)CC(=O)N([C@H](C)CO)C[C@H](C)[C@@H](CN(C)Cc1ccc(C(=O)Nc3ccccc3N)cc1)O2	2.0	-0.9	15.9	-2.0	x	39.9*	-11.7	x
Cc1ccc(C(=O)N2N=C(c3ccccc3O)CC2c2ccccc2)cc1 (centres undefined)	-10.7	-0.1	-3.1	0.7	x	0.8	-13.0	2.4
CCOC(=O)Cc1ncccc1C(=O)Nc1ccc(OC)cc1	2.2	0.0	4.9	0.5	x	-3.7	-8.7	x
COc1cccc(CNC(=O)c2ccccc2NC(=O)C2=C(C)OCCS2)c1OC	1.6	0.4	5.2	-3.6	1.3	10.7	-9.7	-12.4
CCN(CC)S(=O)(=O)c1ccc(-n2c(=O)c(C(C)C)c(C)n2C)cc1	3.0	0.1	-5.6	1.0	3.7	-2.3	0.3	-8.9
Cc1ccc(NC(=O)C2(S(=O)(=O)c3ccc(Cl)cc3)CC2)c(Br)c1	2.9	0.0	-9.1	2.1	2.4	-2.6	-18.5	0.4
O=C(C[C@@H]1C[C@@H]2c3cc(NC(=O)C4CCC4)ccc3O[C@@H]2[C@H](CO)O1)NC1CCCC1	-0.4	0.0	2.0	-1.8	0.2	0.7	16.5	-6.7
CNC[C@H]1Oc2ccc(N(C)C)cc2C(=O)N([C@H](C)CO)C[C@@H]1C	-0.9	-1.1	10.6	1.4	-4.5	3.8	3.1	-3.6
COc1cc2c(cc1OC)[C@@H](NC(=O)c1ccc(C(F)(F)F)cc1)[C@H](OCc1ccccc1)C2	-0.1	-0.1	-18.9	0.7	3.1	u	2.8	-7.2
Cc1ccc(C(=O)c2c3ccccc3[n+]([O-])n2CCC(=O)O)cc1	-1.9	0.0	x	1.7	0.2	u	-6.8	-5.7
Cc1ccccc1NC(=O)Cc1nc(COC(=O)c2ccc(O)cc2O)cs1	2.2	0.0	-10.7	0.6	-0.3	-7.9	-13.7	16.8
C[C@@H]1CN([C@@H](C)CO)C(=O)Cc2cc(NC(=O)CCCCCC(=O)Nc3ccccc3N)ccc2O[C@@H]1CN(C)S(=O)(=O)c1ccc(F)cc1	-1.6	-0.1	-11.5	0.3	-0.2	2.7	-13.6	-4.1
Cc1nc(N2[C@@H](C#N)[C@@H](c3ccccc3)[C@@H]2CO)sc1C	2.1	0.1	9.0	0.5	-0.2	-0.2	-7.9	1.8
Cc1cccc(N2CCN(C(=O)c3cccs3)CC2)c1C	0.0	0.1	7.6	-2.3	x	5.3	-13.9	-14.2
C[C@@H]1CN([C@@H](C)CO)S(=O)(=O)c2ccc(C3=CCCC3)cc2O[C@@H]1CN(C)Cc1cccnc1	-0.6	0.0	27.4	-2.7	0.2	7.9	8.6	-5.7
CC(C)C1Oc2ccccc2N(CC(=O)N2CCOCC2)C1=O (centres undefined)	1.4	0.0	11.0	0.0	-0.2	-0.5	-19.8	0.5
C/C(=N\NC(=O)c1cc(-c2ccc(C)s2)[nH]n1)c1ccncc1	10.2	0.3	0.4	-0.5	0.2	2.1	-4.8	6.7

Given field by field: part of the list above.
Structure: CNC[C@H]1Oc2ccc(N(C)C)cc2C(=O)N([C@H](C)CO)C[C@@H]1C
- Casp6 inh: -0.9
- XiGFP reactiv: -1.1
- GSIS activator: 10.6
- F508del corr: 1.4
- E-selectin induc: -4.5
- DENV2 CPE: 3.8
- RAD52 inh: 3.1
- RAD54 branch: -3.6

Structure: COc1cc2c(cc1OC)[C@@H](NC(=O)c1ccc(C(F)(F)F)cc1)[C@H](OCc1ccccc1)C2
- Casp6 inh: -0.1
- XiGFP reactiv: -0.1
- GSIS activator: -18.9
- F508del corr: 0.7
- E-selectin induc: 3.1
- DENV2 CPE: u
- RAD52 inh: 2.8
- RAD54 branch: -7.2

Next part:
Compound	Casp6 inh	XiGFP reactiv	GSIS activator	F508del corr	E-selectin induc	DENV2 CPE	RAD52 inh	RAD54 branch
O=C(c1ccccn1)N1N=C2/C(=C/c3ccc(F)cc3)CCCC2C1c1ccc(F)cc1 (centres undefined)	x	0.1	-31.4	-1.0	3.4	x	x	-0.6
CC(=O)Nc1sc2c(c1CN1CCN(c3ccccn3)CC1)CCCC2	2.9	x	-12.8	-2.6	x	2.7	2.9	0.4
COc1cc(NC(=O)c2cccc(C)c2)c(OC)cc1NC(=O)CN1CCCCC1	-3.6	0.1	-3.4	2.0	0.7	2.5	-13.0	x
CC(C)=NNc1cc([N+](=O)[O-])cc2c1C(=O)N(C)S2=O (centres undefined)	40.0*	0.3	-1.7	0.1	2.6	0.4	-92.3	x
CCN1C(=O)[C@H]2[C@@H](c3ccc(C(F)(F)F)cc3)N[C@]3(CCCN(Cc4ccc(Cl)cc4)C3=O)[C@H]2C1=O	6.4	0.0	x	1.4	-0.2	-3.4	-7.4	-4.2
Cc1nn(Cc2ccc(C(=O)NC3CCCCC3)o2)c(C)c1Br	0.2	x	-49.4	-1.6	x	u	-14.3	x
O=C(c1ccccc1)c1ccc2ccccc2c1	-8.1	0.1	18.7	-4.4	-0.1	-1.8	1.0	-3.1
CCN(C(=O)COC(=O)c1cccc(-n2cnnn2)c1)C1CCCCC1	-0.9	0.1	7.7	0.9	2.1	x	-16.9	-9.1
COC(=O)C(C)n1cnc2c(nnn2-c2cccc(Cl)c2)c1=O (centres undefined)	-1.2	-0.1	x	-0.8	x	-1.0	-2.6	7.7
CC(C)(CO)CNC(=O)CCc1nnc(CCCc2ccccc2)o1	-2.0	0.5	-3.5	0.2	-0.2	0.6	-1.3	x
Cc1ccc(CC2S/C(=N/N=C/c3ccco3)NC2=O)cc1 (centres undefined)	-0.1	0.0	6.5	-1.0	0.4	3.1	-25.7	x
Fc1ccc(NC(=S)N/N=C/c2cccc(Br)c2)c(F)c1	0.1	x	18.0	x	x	x	-9.8	5.6
Cc1cc(C)c2c(CC(=O)NC3CCS(=O)(=O)C3)coc2c1 (centres undefined)	-2.9	0.1	15.1	0.3	x	-1.4	10.3	6.5
CCC(=O)c1c[nH]c(C(=O)NCc2cccnc2)c1	x	0.2	-8.3	0.2	-2.9	0.0	-15.6	x
CCC(=O)N(C)C[C@@H]1Oc2cc(C#CC(C)C)ccc2S(=O)(=O)N([C@H](C)CO)C[C@@H]1C	-1.8	-1.0	-3.3	-10.2	-0.2	u	0.9	4.7
Cc1ccc(S(=O)(=O)N(C)C)cc1NC(=O)COC(=O)c1c(-c2ccccc2)noc1C	-0.3	0.2	-9.6	1.7	x	u	-23.9	x
CCCCn1nc2cc(C(=O)NCC34CC5CC(CC(C5)C3)C4)ccc2c1OC	-3.1	-0.1	-21.2	-2.7	1.2	8.9	6.4	-1.5
CCOC(=O)Cc1csc(NC(=O)c2cc3ccccc3o2)n1	3.4	0.0	-5.2	-2.3	4.0	5.6	-18.1	x
CC(=O)Nc1ccc(S(=O)(=O)NC(CC(=O)O)c2ccc(C)cc2)cc1 (centres undefined)	-0.9	1.1	6.3	1.9	0.1	-2.9	-13.9	0.6
CCSc1nnc(NC(=O)CSc2nnc(Cc3cccn3C)n2-c2ccc(C)cc2)s1	-3.4	x	19.7	0.1	x	-1.4	-60.5	-1.9
Cn1nc(C(F)(F)F)cc1C(=O)Nc1ccc(Cl)cc1	-2.7	-0.1	x	0.6	1.5	-0.7	-3.6	4.5
CO[C@@H]1CN(C)C(=O)c2ccc(NS(=O)(=O)c3cccc(C)c3)cc2OC[C@H](C)NC[C@H]1C	x	-0.4	9.4	-2.5	0.9	x	x	x
CN(CC(=O)OCC(=O)NC1CCCC1)S(=O)(=O)c1ccc(Cl)cc1	-0.2	0.1	5.3	-2.9	-0.5	-6.1	12.1	1.7
O=C(NCCCN1CCOCC1)c1cn(-c2ccccc2)nc1-c1ccc(Br)cc1	-5.3	-0.1	0.9	3.9	x	-2.2	10.6	9.9

Single entries from above.
Value of O=C(c1ccccc1)c1ccc2ccccc2c1 under RAD54 branch: -3.1
Value of CCC(=O)c1c[nH]c(C(=O)NCc2cccnc2)c1 under GSIS activator: -8.3
Value of CCSc1nnc(NC(=O)CSc2nnc(Cc3cccn3C)n2-c2ccc(C)cc2)s1 under GSIS activator: 19.7
Value of COC(=O)C(C)n1cnc2c(nnn2-c2cccc(Cl)c2)c1=O (centres undefined) under Casp6 inh: -1.2
